Screens from PubChem.
IMP-1 inh: blocks Pseudomonas aeruginosa IMP-1 metallo-beta-lactamase | purified IMP-1, nitrocefin hydrolysis, epi-absorbance fluorescence | inhibition, % at 5.6 µM | 290,000 tested, 0.45% active;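 active means inhibition above the mean plus 3 SD of all compounds in the same screening run, cut at about 4.5% in these data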;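 further: 0% = IMP-1 with DMSO and 100% = DMSO wells lacking enzyme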
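System: purified IMP-1 / Input: IMP-1 dispensed at 0.2 nM / Medium: 50 mM HEPES pH 7.1, 50 µM ZnSO4, 0.05% Brij 35 / Timing: 15 min enzyme–compound preincubation, then 25 min nitrocefin reaction, 25 °C / Technique: plate fluorescence quenching by hydrolysis product, ex 480/em 530 nm / Repeats: singlicate testing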
OXTR agonist: agonists of human oxytocin receptor; 320,000 tested, 0.32% active; P30559; CHO-OTR cells, Fluo-8 calcium fluorescence; normalized: DMSO 0%, oxytocin 100%; AID 2435; activation, % at 3 µM;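 active means activation above the mean of all tested compounds plus 3 SD, cutoff set per screening run, cut at about 20% in these data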;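 further: peak over basal fluorescence ratio from a 100 s FLIPR kinetic read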
VIM-2 inh: blocks Pseudomonas aeruginosa VIM-2 metallo-beta-lactamase; purified VIM-2, nitrocefin hydrolysis, epi-absorbance fluorescence; inhibition, % at 5.6 µM; 290,000 tested, 0.89% active;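 active means inhibition above the mean of all tested compounds plus 3 SD, cutoff set per screening run, cut at about 7.5% in these data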;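 further: red hydrolysis product quenches plate fluorescence so inhibitors raise well fluorescence; 0% = enzyme with DMSO and 100% = DMSO without enzyme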
GalR3 antagonist: human GalR3 antagonism. HEK293 GalR3-CNG cAMP membrane potential fluorescence; galR3 body fused to GalR1 C-terminus. 360,000 tested, 0.44% active. O60755. inhibition, % at 3 µM. AID 651719;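 active means inhibition above the screen-wide average plus 3 SD, cut at about 13% in these data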;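 further: forskolin and galanin both at EC90 stimulate the cells; cAMP rise reported by CNG channel membrane potential dye signal; 0% = forskolin plus galanin with DMSO and 100% = forskolin alone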
V1R ag counter: activates human V1a receptor in oxytocin agonist counter-screen | CHO-V1R cells, Fluo-8 calcium fluorescence, agonist mode; 0% DMSO, 100% 3 nM vasopressin | activation, % at 3 µM | 320,000 tested, 0.25% active;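 active means activation above the mean activation of all tested compounds plus 3 SD, per screening run, cut at about 20% in these data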;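 further: signal is peak over basal fluorescence ratio across a 100 second FLIPR read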
Target sequence (P37288 whole entry, looked up): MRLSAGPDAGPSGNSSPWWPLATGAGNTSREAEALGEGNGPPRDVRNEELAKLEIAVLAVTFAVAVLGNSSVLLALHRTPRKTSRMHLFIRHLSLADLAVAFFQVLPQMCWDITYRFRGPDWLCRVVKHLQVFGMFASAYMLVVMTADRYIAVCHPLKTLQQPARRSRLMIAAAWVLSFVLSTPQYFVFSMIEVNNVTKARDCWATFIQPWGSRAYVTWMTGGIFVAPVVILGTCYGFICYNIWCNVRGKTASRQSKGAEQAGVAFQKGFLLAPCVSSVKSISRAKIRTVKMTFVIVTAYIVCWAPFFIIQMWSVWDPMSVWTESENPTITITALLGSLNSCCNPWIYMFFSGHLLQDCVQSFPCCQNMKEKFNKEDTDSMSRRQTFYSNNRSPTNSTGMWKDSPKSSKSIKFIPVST
HCV NS3 hel inh: blocks Hepatitis C virus NS3 helicase unwinding; NS3 helicase DNA unwinding, Cy5 molecular beacon fluorescence; 290,000 tested, 0.56% active; AID 1800; inhibition, % at 10.9 µM;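 active means inhibition above the mean of all tested compounds plus 3 SD, set per campaign, cut at about 35% in these data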;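 further: 0% = DMSO wells and 100% = thioflavine S control wells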
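Material: hepatitis C virus NS3 helicase domain fragment enzyme; measured by: Cy5 fluorescence, 0 and 60 min reads; control set: DMSO and thioflavine S; incubation: 60 min unwinding reaction at 25 °C after ATP addition; read-out basis: % inhibition from 60/0 min fluorescence ratio, DMSO 0%, thioflavine S 100%; repeats: singlicate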
GPR7 antag: blocks human GPR7 receptor signaling | GPR7-expressing cells, fluorescence antagonist assay | 290,000 tested, 1.1% active | P48145 | inhibition, % at 4.4 µM; in the data active means inhibition above about 16%, passing the limit was not always enough;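 further: cells stimulated with the agonist NPW; 0% = agonist with vehicle and 100% = vehicle without agonist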
Target sequence (P48145 whole entry, looked up): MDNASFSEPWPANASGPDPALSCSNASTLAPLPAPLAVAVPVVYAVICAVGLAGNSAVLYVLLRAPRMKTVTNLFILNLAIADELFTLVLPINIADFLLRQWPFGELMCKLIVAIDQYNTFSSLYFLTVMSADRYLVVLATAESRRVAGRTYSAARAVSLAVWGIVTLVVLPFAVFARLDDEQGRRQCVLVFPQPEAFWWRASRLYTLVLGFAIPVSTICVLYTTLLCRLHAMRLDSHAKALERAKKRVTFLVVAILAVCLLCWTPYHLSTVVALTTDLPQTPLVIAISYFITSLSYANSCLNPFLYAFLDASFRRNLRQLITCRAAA
DNA FID counter: fluorescent intercalator displacement, NS3 helicase counter-screen. DNA fluorescent intercalator displacement, fluorescence. inhibition, % at 7.9 µM. 290,000 tested, 0.17% active. AID 1845; in the data active means inhibition above about 37%;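 further: 0% = vehicle and 100% = reference compound; higher means more ethidium bromide displaced from hairpin DNA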
PHOSPHO1 inh: PHOSPHO1 (human) inhibition; 290,000 tested, 1.1% active; inhibition, % at 13.3 µM; recombinant PHOSPHO1, absorbance phosphatase assay; AID 1565; Q8TCT1; in the data active means inhibition above about 60%
Target sequence (Q8TCT1 whole entry, looked up): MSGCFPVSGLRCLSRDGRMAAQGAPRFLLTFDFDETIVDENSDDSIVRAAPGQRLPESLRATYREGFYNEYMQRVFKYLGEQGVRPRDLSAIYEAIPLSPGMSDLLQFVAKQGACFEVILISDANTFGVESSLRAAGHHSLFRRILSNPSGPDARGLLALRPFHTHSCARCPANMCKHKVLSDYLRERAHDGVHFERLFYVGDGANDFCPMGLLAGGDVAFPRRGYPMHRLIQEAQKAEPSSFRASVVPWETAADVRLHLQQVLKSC
Starred values were filed as active, the others as inactive; · = no result given.

SMILES	IMP-1 inh	OXTR agonist	VIM-2 inh	GalR3 antagonist	V1R ag counter	HCV NS3 hel inh	GPR7 antag	DNA FID counter	PHOSPHO1 inh
COCCNC(=O)CSc1nc2ccc(N3CCOCC3)cc2c(=O)n1CCc1ccccc1	-2.6	-0.3	-5.7	-3.9	-0.4	16.9	9.5	-17.3	38.0
Cc1cc(NC(=O)C2=C(O)c3ccccc3S(=O)(=O)N2C)no1	-1.7	-0.3	-1.6	·	1.9	-10.3	1.5	1.5	-1.4
O=c1c2c3c(sc2nc2n1CCCCC2)C(O)CCC3 (stereo unspecified)	-4.6	0.8	-4.8	-5.3	-0.4	-2.5	-3.2	-2.0	44.8
COc1ccc(-c2ccc(=O)n(CC(=O)Nc3nnc(C(C)C)s3)n2)cc1OC	-0.6	-0.3	-0.5	-6.4	-0.1	-5.3	4.6	-10.2	-2.4
Cc1c(Cl)cccc1NC(=O)CCN1CCC(C(N)=O)CC1	-4.1	1.9	-2.8	3.7	1.4	-4.0	-9.4	4.0	13.9
CCNc1ccc2noc3c2c1C(=O)c1ccccc1-3	-0.9	109.9*	3.6	-16.7	77.7*	20.8	-3.5	11.7	3.9
O=C(Oc1c(Cl)cc(Cl)c2cccnc12)N1CCOCC1	-0.3	-2.5	1.4	-4.7	-0.7	-2.2	-10.1	-14.4	-1.4
CCNc1nc(C)nc2c1oc1ccccc12	-1.5	0.3	4.0	-6.5	-0.5	-3.6	-1.0	4.4	-13.6
Cc1ccc(NS(=O)(=O)c2ccc(Cl)c(C(=O)Nc3ccccc3-c3nc4ccccc4[nH]3)c2)cc1C	-2.0	1.5	-1.4	6.2	1.8	-1.0	-4.4	6.2	-15.9
CSc1sccc1/C=N/O	-4.3	0.9	-0.8	-0.9	0.7	6.2	5.7	-0.9	25.4
CC(=O)Nc1ccc(OCC(=O)NCCc2ccccc2)cc1	-3.3	-0.4	-4.2	-5.7	-0.3	-20.4	1.8	-4.4	12.5
CCc1ccc(NC(=O)C2=CC(c3ccc(OC)cc3)=NS(=O)(=O)N2C)cc1	-0.9	0.4	-0.2	·	2.3	-5.1	4.0	-13.3	28.1
CSc1cccc(NC(=O)/C=C/c2ccccc2)c1	-3.6	-1.3	-1.6	-0.3	-1.0	-4.5	2.4	-7.2	-9.1
COc1ccc(CC(=O)OCC(=O)Nc2cccnc2Cl)cc1OC	-2.3	0.5	-2.7	1.0	-0.2	5.7	-0.1	-4.7	24.7
NS(=O)(=O)c1cccc(NC(=O)CSc2nc3ccccc3n2-c2ccccc2)c1	-2.5	-1.9	-1.2	0.3	-0.8	-30.1	0.3	-11.0	8.4
Cc1cc(C)c[n+](-c2nc3ccccc3nc2[N-]S(=O)(=O)c2cccs2)c1	-0.5	0.2	-1.8	-6.1	-0.3	2.8	-2.2	-4.6	-1.0
CCC(Oc1ccc(C)cc1)C(=O)Nc1ccccc1C(=O)N1CCOCC1 (stereo unspecified)	-3.4	-0.3	-3.0	-2.4	-0.8	-2.2	-15.3	-23.0	51.4
O=C(COC(=O)/C=C/c1cccc(F)c1)Nc1ncccn1	-2.4	0.7	-2.4	-5.8	0.0	3.8	13.9	-4.9	13.9
Cc1occc1C(=O)Nc1ccccc1C#N	0.5	0.4	-0.3	-1.6	-0.8	1.6	-10.0	-4.7	17.8
Cn1cc(CCC(=O)N2CCCC(C(=O)c3cccc4ccccc34)C2)cn1 (stereo unspecified)	-2.8	-1.6	-0.4	-1.1	-0.5	5.3	-1.1	-24.4	27.9
CC(=O)Nc1cccc(N/C(N)=N/c2nc(C)cc(C)n2)c1	0.9	0.7	-0.3	7.2	-0.8	3.3	-3.2	-6.2	3.4
O=C1C2C3C=CC(C4CC34)C2C(=O)N1/N=C/c1ccc(-c2ccc([N+](=O)[O-])cc2)o1 (stereo unspecified)	-2.1	-0.7	-0.1	-3.8	0.5	3.9	-14.0	2.3	34.9
CN(C)C(=O)N1CCN(S(=O)(=O)c2ccc3ccccc3c2)CC1	-5.4	3.8	-0.1	-5.9	4.4	-5.2	-5.3	-22.8	13.9
O=C(NC(Cc1ccccc1)C(=O)O)c1cccnc1Cl (stereo unspecified)	-5.0	-0.7	-2.5	-8.2	0.1	2.0	-4.9	-1.3	-7.8
COc1nc(-c2ccccc2)ncc1S(=O)(=O)c1ccccc1	-2.4	-0.3	-1.4	-1.6	0.6	-16.1	-7.2	-0.6	45.4

Some of these compounds in order of their number in HCV NS3 hel inh, smallest number first:
smiles | HCV NS3 hel inh
CC(=O)Nc1ccc(OCC(=O)NCCc2ccccc2)cc1 | -20.4
CN(C)C(=O)N1CCN(S(=O)(=O)c2ccc3ccccc3c2)CC1 | -5.2
Cc1c(Cl)cccc1NC(=O)CCN1CCC(C(N)=O)CC1 | -4.0

Only IMP-1 inh, for some of the entries so far:
molecule	IMP-1 inh
CSc1cccc(NC(=O)/C=C/c2ccccc2)c1	-3.6
COc1ccc(CC(=O)OCC(=O)Nc2cccnc2Cl)cc1OC	-2.3
NS(=O)(=O)c1cccc(NC(=O)CSc2nc3ccccc3n2-c2ccccc2)c1	-2.5

The listing picks up with the two entries that preceded the break.
SMILES	IMP-1 inh	OXTR agonist	VIM-2 inh	GalR3 antagonist	V1R ag counter	HCV NS3 hel inh	GPR7 antag	DNA FID counter	PHOSPHO1 inh
O=C(NC(Cc1ccccc1)C(=O)O)c1cccnc1Cl (stereo unspecified)	-5.0	-0.7	-2.5	-8.2	0.1	2.0	-4.9	-1.3	-7.8
COc1nc(-c2ccccc2)ncc1S(=O)(=O)c1ccccc1	-2.4	-0.3	-1.4	-1.6	0.6	-16.1	-7.2	-0.6	45.4
O=C1CCCN1CC(O)CS(=O)(=O)Cc1ccc(Cl)cc1Cl (stereo unspecified)	-1.4	-0.5	0.7	-6.8	-0.4	2.3	2.2	-5.2	19.9
Cc1ccc(C(=O)NCCc2nnc3ccc(NCc4ccc5c(c4)OCO5)nn23)cc1	-0.5	-1.2	-1.6	-0.5	2.9	11.5	-15.1	-45.1	7.7
COc1cc(C(=O)Nc2ccc(S(=O)(=O)N3CCCCC3C)cc2)cc(OC)c1OC (stereo unspecified)	-3.4	-1.4	-2.1	-4.7	0.9	-8.1	-9.4	-32.4	6.2
Cc1nnc(SCC(=O)Nc2ccc3c(c2)COC3=O)n1-c1ccccc1	-2.7	1.1	-2.2	2.8	1.2	-3.5	4.7	-15.0	2.0
CCSC1=C(C#N)C(c2cccc(O)c2)CC(=O)N1 (stereo unspecified)	-3.2	-0.4	-4.3	0.0	0.7	8.0	10.2	-1.4	-13.2
CCOc1ccc(NC(=O)C2CCN(c3nnnn3-c3ccccc3)CC2)cc1	0.8	-1.1	-1.1	-2.7	0.0	-2.4	2.8	-32.2	-1.9
CCCN1CCC(N(C)CCc2ccc(OC)c(OC)c2)CC1	-1.9	-0.5	-1.9	-0.7	0.2	1.3	-12.6	1.5	-3.5
CCC(C)[C@H](NC(=O)N1CCn2c1nc1ccccc12)C(=O)NCCc1ccccc1 (stereo partly specified)	-4.5	-0.6	-7.6	-2.4	-1.1	0.3	16.1	-38.7	46.9
CCC(C)Nc1nc2c(c(=O)n(C)c(=O)n2C)n1Cc1ccc(F)cc1 (stereo unspecified)	-1.5	-1.7	-2.5	-0.9	-0.9	-10.9	6.6	-19.5	-10.0
COc1cc(C(=O)NCC(=O)OCCN2C(=O)c3ccccc3C2=O)cc(OC)c1OC	-3.8	-1.4	-0.9	0.6	0.6	-0.7	-1.1	-12.0	-15.6
Cc1ccc(C)c(NC(=S)NC23CN4CN(CN(C4)C2)C3)c1	-3.8	-0.4	-3.4	4.4	0.1	0.9	-11.7	-3.1	-9.9
CC(=O)c1ccc(S(=O)(=O)Nc2ccc(-c3ccc4nnc(C)n4n3)cc2)cc1	-3.0	0.7	0.4	-3.3	1.5	3.1	-19.8	-11.8	-7.1
Clc1ccc(-c2cnc3n2CCC3)cc1	-2.6	-1.6	-1.9	-5.6	0.3	-4.1	-10.5	-3.8	15.0
CC(C)(C)n1c(O)c2ccc(C(=O)N=NC(=O)c3ccccc3)cc2c1O	-3.4	4.3	-5.6	-2.3	6.8	22.2	-9.4	-16.2	42.7
O=C(Nc1cc(C(=O)N2CCCC2)ccc1N1CCCC1)c1ccccc1	-3.8	-1.1	-1.9	-5.7	-0.6	-6.1	-10.1	-17.7	-3.7
Cc1cc(C)c2c(N)c3ccccc3nc2n1	-2.8	0.3	16.2*	-1.4	0.5	12.6	5.1	22.5	23.8
CCCN1CCN(C(=O)Nc2ccc(OCC)cc2)CC1	-2.6	0.3	-2.1	-1.2	1.4	-4.4	-15.9	3.2	-15.9
COc1ccccc1N1CCN(S(=O)(=O)c2cc(-c3cc(C)no3)ccc2C(C)C)CC1	-0.1	-1.6	-0.8	-7.8	0.0	-8.7	3.1	-15.1	30.2
O=C(O)C(c1ccccc1)C1(O)CCCCC1 (stereo unspecified)	-2.8	0.6	-1.6	-8.3	1.1	0.1	-2.3	-0.2	34.2
O=C(c1cc(-c2ccco2)on1)N1CCCc2ccccc21	-4.4	-1.0	-3.4	-1.1	-1.0	21.7	-6.3	-16.0	-4.1
O=C(Nc1ccccc1N1CCN(c2ccccc2)CC1)C1CCCCC1	·	-1.2	·	-2.7	0.3	·	·	·	-2.7
CCOc1cc2[nH]c(=S)n(CCCCC(=O)NCc3ccco3)c(=O)c2cc1OCC	-3.0	-0.1	-1.4	-0.9	-0.8	-3.4	-2.2	-8.9	2.9

Compound profiles, from the list above:
Cc1ccc(NS(=O)(=O)c2ccc(Cl)c(C(=O)Nc3ccccc3-c3nc4ccccc4[nH]3)c2)cc1C reads IMP-1 inh = -2.0; OXTR agonist = 1.5; VIM-2 inh = -1.4; GalR3 antagonist = 6.2; V1R ag counter = 1.8; HCV NS3 hel inh = -1.0; GPR7 antag = -4.4; DNA FID counter = 6.2; PHOSPHO1 inh = -15.9
O=C(Oc1c(Cl)cc(Cl)c2cccnc12)N1CCOCC1 reads IMP-1 inh = -0.3; OXTR agonist = -2.5; VIM-2 inh = 1.4; GalR3 antagonist = -4.7; V1R ag counter = -0.7; HCV NS3 hel inh = -2.2; GPR7 antag = -10.1; DNA FID counter = -14.4; PHOSPHO1 inh = -1.4
